# Bioassay records from PubChem.
# Mdm2 MdmX PPI: inhibitors of human Mdm2-MdmX association, primary screen, cell-based, luminescence, split luciferase, SaOS-2, uHTS; Protein Mdm4 (Homo sapiens) + E3 ubiquitin-protein ligase Mdm2 (Homo sapiens), …; SaOS-2 split-luciferase Mdm2/MdmX complementation; inhibition, % at 8 µM; 330,000 compounds, 3% hits; AID 485346, 2010;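 active = inhibition of at least 50% at 8 µM in the primary screen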
# Target sequence (O15151 whole entry, looked up): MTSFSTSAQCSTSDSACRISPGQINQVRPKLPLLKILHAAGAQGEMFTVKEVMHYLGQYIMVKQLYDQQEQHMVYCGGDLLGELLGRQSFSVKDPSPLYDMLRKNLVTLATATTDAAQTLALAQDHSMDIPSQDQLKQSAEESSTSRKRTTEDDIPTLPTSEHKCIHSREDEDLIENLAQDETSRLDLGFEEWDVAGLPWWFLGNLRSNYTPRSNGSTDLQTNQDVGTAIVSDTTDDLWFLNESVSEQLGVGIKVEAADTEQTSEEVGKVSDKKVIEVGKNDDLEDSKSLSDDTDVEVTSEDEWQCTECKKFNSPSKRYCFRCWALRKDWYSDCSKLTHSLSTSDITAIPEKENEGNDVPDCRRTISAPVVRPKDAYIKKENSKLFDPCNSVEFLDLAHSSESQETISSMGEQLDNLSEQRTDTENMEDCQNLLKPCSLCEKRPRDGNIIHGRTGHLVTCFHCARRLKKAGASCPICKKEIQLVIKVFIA
# Target sequence (Q00987 whole entry, looked up): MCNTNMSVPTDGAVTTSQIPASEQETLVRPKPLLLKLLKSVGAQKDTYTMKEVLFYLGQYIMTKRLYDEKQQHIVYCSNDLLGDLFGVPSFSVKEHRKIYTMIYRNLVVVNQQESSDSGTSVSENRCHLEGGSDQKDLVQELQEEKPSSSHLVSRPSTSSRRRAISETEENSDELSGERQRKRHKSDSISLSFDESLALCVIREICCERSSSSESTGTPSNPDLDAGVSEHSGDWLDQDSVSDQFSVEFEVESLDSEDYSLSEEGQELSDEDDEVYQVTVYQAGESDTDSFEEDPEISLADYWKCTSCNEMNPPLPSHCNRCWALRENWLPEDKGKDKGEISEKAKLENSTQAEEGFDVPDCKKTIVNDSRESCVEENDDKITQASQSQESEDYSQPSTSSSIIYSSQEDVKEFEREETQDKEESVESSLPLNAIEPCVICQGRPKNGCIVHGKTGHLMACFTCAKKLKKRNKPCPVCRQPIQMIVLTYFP
# Jurkat NFkB inh: inhibitors of induced NF-kB luciferase reporter, primary screen, TCR NF-kB activation inhibitor project, cell-based, luminescence, uHTS. 330,000 compounds, 0.53% hits. inhibition, % at 4 µM. Jurkat, PMA/ionomycin-induced NF-kB luciferase reporter; in the data active = inhibition above about 50%
# TIM10 inh: growth inhibitors of isogenic TIM10 control yeast, primary screen, counter-screen for tim10-1 yeast inhibitor project, luminescence, uHTS | S. cerevisiae TIM10 strain growth, BacTiter-Glo luminescence, 24 h | inhibition, % at 10 µM | 330,000 compounds, 1.4% hits | AID 463195, 2010;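 active = inhibition of 40% or more at the single tested concentration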;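 also: wild-type TIM10 isogenic control strain grown at permissive 25 °C; 0% = DMSO yeast wells and 100% = minimal medium wells without yeast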
# tim10-1 inh: growth inhibitors of tim10-1 mutant yeast, primary screen, luminescence, uHTS; inhibition, % at 20 µM; 330,000 compounds, 2.2% hits; S. cerevisiae tim10-1 ts strain growth, BacTiter-Glo, 24 h;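 active = inhibition of at least 40%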;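 also: mutant grown at 25 °C; 0% = DMSO wells with yeast and 100% = wells holding no yeast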
# 697 NFkB inh: inhibitors of PMA/ionomycin-induced NF-kB reporter, 697 cells, primary screen, B-cell NF-kB inhibitor project, cell-based, luminescence, uHTS. inhibition, % at 4 µM. 697 B-cell NF-kB luciferase reporter, 16 h. AID 435022, 2010. 330,000 compounds, 0.33% hits; in the data active = inhibition above about 35%
# CHOP UPR activ: activators of apoptotic CHOP UPR arm, primary screen, cell-based, CHO-CHOP luciferase reporter, luminescence, uHTS; activation, % at 10 µM; 330,000 compounds, 0.34% hits; UPR activation; percent of tunicamycin response over DMSO baseline;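 active = at 10 µM dose, activation of 40% or more, normalized to positive control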;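 also: 100% = tunicamycin at 10 µg/mL and 0% = DMSO alone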
#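 System: CHO-CHOP luciferase reporter cell line | Buffer or medium: F12 medium containing 10% fetal bovine serum | Doses: One dose, 10 µM in 0.5% DMSO | Times: 6 h compound exposure at 37 °C after overnight seeding | Signal: Luciferase luminescence | Read-out: % activation vs tunicamycin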
# tim23-1 inh: growth inhibitors of tim23-1 mutant yeast, primary screen, luminescence, uHTS; S. cerevisiae tim23-1 growth, BacTiter-Glo luminescence, 24 h; inhibition, % at 20 µM; 330,000 compounds, 1.3% hits;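 active = growth inhibition of the mutant yeast at or above 50%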;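 also: temperature-sensitive mutant grown at 25 °C; plate controls were DMSO-treated mutant yeast for no effect and medium wells lacking yeast for full effect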
# UPR XBP1 act: activators of adaptive XBP1 UPR arm, primary screen, cell-based, CHO-XBP1 luciferase reporter, luminescence, uHTS | IRE1-XBP1 UPR activation; percent of tunicamycin response, DMSO as zero | activation, % at 20 µM | 330,000 compounds, 0.33% hits;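 active = versus positive control, 20 µM dose yields 30% or more activation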;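 also: 100% = tunicamycin at 10 µg/mL and 0% = DMSO only wells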
#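 Assay system: IRE1-XBP1 luciferase reporter CHO line. Input: 1000 cells/well. Buffer or medium: F12 with 10% serum. Doses: 20 µM, 1% DMSO. Times: overnight seeding at 37 °C, 6 h compound treatment at 37 °C. Technique: Steady-Glo luciferase glow luminescence, 10 min after reagent addition.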
# Numbers without * were called inactive; & = joins results of further samples.
SMILES,Mdm2 MdmX PPI,Jurkat NFkB inh,TIM10 inh,tim10-1 inh,697 NFkB inh,CHOP UPR activ,tim23-1 inh,UPR XBP1 act
COc1ccc(N(CC(=O)N/N=C(\C)CCc2ccccc2)S(=O)(=O)c2ccc(C)cc2)cc1,-36,5,-16,12,12,0.5,1,-5
COc1ccc(OC)c(C2=NOC(C(=O)N3CCCc4ccccc43)C2)c1 (centres undefined),17,-20,38,26,-21,1.8,37,-1
COc1cccc(CSCC(=O)NCCc2ccccc2)c1OC,7,20,17,8,9,-0.5,28,1
Cn1cc([N+](=O)[O-])c(C(=O)N/N=C\c2c[nH]c3ccccc23)n1,10,-7,2,9,11,0.7,14,1
COC(=O)Cc1csc(N)n1,-23&-25,3&-2,-8&8,10&14,-15&-5,1.7&-1.1,9&10,1&2
CS(=O)(=O)Cc1ccc(C(=O)NC(c2ccccc2)c2ccccc2)cc1,-9,-11,12,-2,10,2.9,7,0
Cc1ccc(S(=O)(=O)NN=C2C3CC4CC(C3)CC2C4)cc1[N+](=O)[O-],-4,0,-3,11,-19,0.3,22,-3
O=C(OCC(=O)N1CCOCC1)c1ccc2c(c1)OCCO2,-1,-15,-8,5,-1,0.9,10,0
COCCn1c(-c2ccc(OC)cc2)cnc1SCC(=O)Nc1ccc(OC)cc1OC,7,0,-12,30,2,-1.5,24,-1
Cc1ccc(/C=N/Nc2cccc(C(=O)O)c2)s1,-113,-2,6,15,-133,-7.4,9,-10
O=c1ccnc(Nc2ccc(Cl)cc2)[nH]1,-8,-3,-5,6,8,-1.8,0,1
CC(C)c1ccc(NC(=O)c2cccnc2)cc1,-53,-80,8,12,-96,5.2,14,5
O=C(CNC(=O)c1ccccc1F)NCc1ccccn1,-1,-6,-12,-10,13,2.4,-13,1
CCNC(=O)Cn1cnc2c1c(=O)n(C)c(=O)n2C,-5,-1,-12,9,-10,1.7,10,0
CCC(C(=O)OCn1nnc2ccccc2c1=O)c1ccccc1 (centres undefined),6,12,0,0,14,-0.8,8,-3
COc1cccc2cc3c(=O)n(-c4ccccc4)nc-3oc12,19,-9,29,19,-9,-0.8,36,4
CCOc1cc(C=O)cc(N=Nc2cccc([N+](=O)[O-])c2)c1O,11,7,-8,8,2,1.5,16,-3
COc1ccc(-n2c(SCC(=O)Nc3ccccc3)nnc2-c2ccc(NS(=O)(=O)c3ccc(C)cc3)cc2)cc1,91*,0,-25,9,-1,3.9,-38,0
CN(C)c1nc(OCc2ccccc2)c2ncc(=O)[nH]c2n1,-15,-6,26,20,6,2.6,22,4
O=C(Nc1ccc(Cl)cc1)Nc1ccc(N2CCOCC2)cc1,5,-72,-7,-12,-87,2.6,0,6
CC1CCc2sc(C(=O)NCC(c3ccco3)N3CCCCC3)cc2C1 (centres undefined),23,-1,-7,12,10,2.3,13,-3
CCOc1ccccc1NC(=O)CSc1nnnn1C1CCCC1,18,2,13,25,8,1.0,13,-4
CC(=O)Nc1ccccc1C(=O)C(=O)Nc1cccc(C(=O)N2CC(C)CC(C)C2)c1 (centres undefined),-2,14,31,14,5,-0.5,16,-2
CC(C)(C)OC(=O)N/N=C\c1ccc[nH]1,-17,-5,-6,-12,12,1.8,8,2
CC(C)(C)C(=O)NC(=O)Nc1ccccc1C(F)(F)F,12,-6,10,12,-8,1.1,-9,1
Cc1ccc2c(CC(=O)Nc3sccc3C(N)=O)coc2c1,-62,-43,-7,-20,-24,1.7,-10,0
Cc1cc(C)c(S(=O)(=O)N2CCc3ccccc32)c(C)c1,36,-3,-20,-17,-7,-2.7,15,1
CC1(C)O[C@@H]2C[C@H]3[C@@H]4CCC5=CC(=O)CC[C@]5(C)[C@@]4(F)[C@@H](O)C[C@]3(C)[C@]2(C(=O)CCl)O1,-22,3,2,12,5,0.9,20,-7
Cc1nc(Nc2cccc(F)c2)c2oc3ccccc3c2n1,27,-44,5,44*,1,0.8,55*,4
COc1ccc(C2(CNC(C)=O)CCCC2)cc1OC,-3,-1,-3,-1,1,-0.6,13,1

# Ordered by number of heavy atoms (falling): some entries from above.
SMILES,Mdm2 MdmX PPI,Jurkat NFkB inh,TIM10 inh,tim10-1 inh,697 NFkB inh,CHOP UPR activ,tim23-1 inh,UPR XBP1 act
CC1(C)O[C@@H]2C[C@H]3[C@@H]4CCC5=CC(=O)CC[C@]5(C)[C@@]4(F)[C@@H](O)C[C@]3(C)[C@]2(C(=O)CCl)O1,-22,3,2,12,5,0.9,20,-7
CC1CCc2sc(C(=O)NCC(c3ccco3)N3CCCCC3)cc2C1 (centres undefined),23,-1,-7,12,10,2.3,13,-3
CN(C)c1nc(OCc2ccccc2)c2ncc(=O)[nH]c2n1,-15,-6,26,20,6,2.6,22,4
CC(C)(C)OC(=O)N/N=C\c1ccc[nH]1,-17,-5,-6,-12,12,1.8,8,2

# Going on with the list.
SMILES,Mdm2 MdmX PPI,Jurkat NFkB inh,TIM10 inh,tim10-1 inh,697 NFkB inh,CHOP UPR activ,tim23-1 inh,UPR XBP1 act
COC(=O)c1cc(N=Nc2c(C)[nH]c3ccccc23)cc(C(=O)OC)c1,21,-18,-29,-1,-1,6.6,-10,10
O=C(Nc1nncs1)c1ccc(S(=O)(=O)c2ccccc2)cc1,2,-5,-2,11,14,1.0,10,-4
Cc1cnc(=O)[nH]c1SCc1ccccc1F,4,7,5,-12,-7,2.1,10,-2
CCOc1ccc(/C=N/NC(=O)Cn2ccnc2C)cc1,17,-4,-5,0,11,-1.5,-10,-1
COc1ccc(NC(=O)c2sccc2C)cn1,-30,-37,-4,11,-31,3.0,11,2
COc1ccc(/C=N/Nc2cn[nH]c(=O)c2Cl)cc1,35,-32,32,42*,-3,1.5,20,5
CCOC(=O)CSc1nc2c([nH]c3ccccc32)c(=O)n1C,22,5,10,18,27,-1.4,6,2
Cc1cc(C)c(C)c(S(=O)(=O)N2CCN(C(=O)CCC(=O)N3CCOCC3)CC2)c1C,9,-2,-11,14,19,0.6,-1,-2
COc1ccccc1N1CCN(CC(O)COc2ccc3c(c2)CCC3)CC1 (centres undefined),0,4,-8,12,5,1.0,-49,-1
COc1ccc(NC2=CC(=O)CC(C)(C)C2)cc1OC,17,-2,18,17,-3,0.2,14,0
CCC1COCCS(=O)(=O)N1Cc1ccc(Cl)cc1 (centres undefined),8,9,7,28,0,-0.3,23,1
O=C1CCC(=O)N1CNc1ccccn1,29,-1,-8,-13,16,-0.7,-8,-2
O=C(O)C1CC=CCC1C(=O)Nc1ccc(S(=O)(=O)N2CCCc3ccccc32)cc1 (centres undefined),36,5,5,24,-265,-2.3,18,-1
COc1ccc(Oc2ccc(C(F)(F)F)cc2NC(=O)c2ccc(C)cc2)cc1,9,-23,-5,9,-21,-1.7,9,0
O=C(O)CCC(NS(=O)(=O)c1ccc(-c2ccccc2)cc1)C(=O)O (centres undefined),13,-4,4,18,-9,0.9,18,-3
S=c1[nH]nc(COc2cccc(Cl)c2)n1Cc1ccccc1,-37,-8,27,4,5,-1.9,32,-1
CCOC(=O)CSc1nnc(NCC(=O)OC)c(=O)[nH]1,9,13,-9,15,14,-1.7,-2,-1
COCC(C)n1c(SCC(=O)N2CCCCC2)nc2ccccc2c1=O (centres undefined),-13,14,10,2,15,-2.1,-24,-1
Cn1c(=O)cc(SCC(=O)N2CCOCC2)c2ccc(Cl)cc21,21,-11,-9,22,4,-0.8,13,-2
COc1ccc(C(=O)OCc2c(-c3ccccc3)ncc3ccccc23)cc1,31,0,9,8,-2,2.7,31,2
Cc1ccc(NC(=O)C2CCN(C(=O)NC3CCCCC3)CC2)cc1Cl,-18,-4,-35,3,-31,-0.7,-9,-2
c1ccc(-c2nc(NCCCN3CCOCC3)c3ccccc3n2)cc1,-10,-11,-3,12,-6,1.3,14,0
COc1ccc(NC(=O)CC(C)n2ccnc2)cc1 (centres undefined),2,6,0,-3,-1,-0.2,-8,-4
COc1nc(C)ccc1-c1noc(-c2ccccn2)n1,-74,-113,15,21,-106,-0.2,2,1
O=C(CSc1nnc(COc2ccccc2Cl)o1)NC(=O)NC1CCCC1,20,-15,27,34,-6,1.6,27,0
CCOC(=O)CCCCC(=O)c1[nH]c(=O)[nH]c1CSc1nc(-c2ccccc2)c(C#N)c(=O)[nH]1,22,-4,6,-2,32,-1.9,-16,-4
CC(NC(=O)NCCCn1ccnc1)(C(F)(F)F)C(F)(F)F,16,3,1,12,8,-0.1,7,0
COc1ccccc1/C=C1\SC(=O)N(CC(=O)NCCCn2ccnc2)C1=O,5,4,6,7,-3,4.3,0,-1
COC(=O)c1ccccc1NC(=S)NC(=O)C1CCCCC1,-1,-2,30,41*,9,0.9,41,1
COc1ccccc1NC(=O)COC(=O)[C@@H]1CCCN1C(=O)c1cccs1,1,9,7,17,13,1.5,-6,-1
O=[N+]([O-])c1ccc(/C=C/c2ccc3ccccc3n2)cc1,-101,-120,1,11,-259,-0.7,23,-3
Cc1cc(C)c(S(=O)(=O)N2CCN(CCO)CC2)c(C)c1,11,20,1,-10,8,-1.4,-9,3
CN(C)C1CCN(C(=O)c2cccc(OC3CCN(S(=O)(=O)N(C)C)CC3)c2)C1 (centres undefined),12,-4,-4,7,8,4.5,-2,-2
COc1cccc(NC(=O)NCCCSC2CCCCC2)c1,10,0,22,32,9,2.5,35,-2
O=C(Cc1cccs1)NCCc1cn2ccccc2n1,-18,-11,-1,-9,-13,-1.8,-11,-1
CCOc1ccc(/C=C(\C(=O)O)c2ccc(S(=O)(=O)N3CCCCC3)s2)cc1OC,10,18,-9,-1,11,1.2,-7,-2
NNC(=O)C(Cc1cnc[nH]1)NC(=O)OCc1ccccc1 (centres undefined),4,14,-4,3,13,0.8,-2,0
O=C(OCc1cc(-c2ccccc2)no1)c1ccc2ccccc2n1,16,-2,2,17,-5,-0.6,35,0
Cn1nc(OC(=O)Nc2ccc(Cl)cc2)cc1C(F)(F)F,-8,-29,6,4,-2,0.5,-3,0
Cc1ccc2[nH]c(C(=O)O)c(NC(=O)c3ccccc3[N+](=O)[O-])c2c1,-4,3,2,-12,32,-2.3,2,-3
COc1ccc(-n2c3c(cc(C(=O)NNc4ccccc4C)c2=O)C(=O)CC(C)(C)C3)cc1,32,4,12,25,11,-0.7,19,-3
COc1ccc(COCC(O)CN2CCCCC2)cc1OC (centres undefined),-6,8,2,-5,-5,0.5,-7,0
Cc1cccc(C)c1NC(=O)C1(N(Cc2ccco2)C(=O)CC2NC(=O)NC2=O)CCCC1 (centres undefined),-20,10,-10,7,-4,0.3,4,1
Cc1ccc(-c2nnnn2-c2ccc(C)cc2)cc1,7,2,27,33,17,0.6,45,1
COc1ccc(C(=O)C23CC4CC(C2)CC(C(=O)c2ccc(OC)cc2)(C4)C3)cc1,20,5,6,19,-1,-1.1,0,-6
Cc1oc2c(c1C(=O)N1CCC(C)CC1)C(=O)c1ccccc1C2=O,39,39,45*,52*,15,1.9,74*,-4
Nn1c(SCC(=O)Nc2ccccc2F)nc2ccccc2c1=O,2,5,5,0,-15,0.2,2,3
CCO/C=N/c1c(C#N)c2c(c(=S)n1C)COC(C)(C)C2,27,-6,-2,8,8,-0.7,6,0

# Some entries already given, showing only Jurkat NFkB inh.
smiles,Jurkat NFkB inh
Cc1cccc(C)c1NC(=O)C1(N(Cc2ccco2)C(=O)CC2NC(=O)NC2=O)CCCC1 (centres undefined),10
O=C(OCc1cc(-c2ccccc2)no1)c1ccc2ccccc2n1,-2
O=[N+]([O-])c1ccc(/C=C/c2ccc3ccccc3n2)cc1,-120
